High-throughput results as filed in PubChem BioAssay.
M1AAP inhibition: P. falciparum M1AAP inhibitors, biochemical, fluorogenic H-Leu-NHMec substrate, 1536-well (AID 1445); recombinant M1AAP, H-Leu-NHMec fluorogenic kinetic assay; higher % means a stronger effect; Aminopeptidase N (Plasmodium falciparum (isolate 3D7)); 220,000 tested, 0.42% active; one-dose inhibition, % at 30 µM; IC50 in µM for titrated hits;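 active = primary inhibition above the hit cutoff, then over 50% inhibition at one or more dose response concentrations, cut at about 23% in these data, passing the limit was not always enough; inconclusive = conflicting primary data, or primary hits not chosen for dose response; inactive = low primary inhibition, or under 50% at every dose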;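 also: plate controls were DMSO full reaction for no effect and no enzyme background for full effect; strong numbers were not always called active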
Myeloid diff MLP: induction of myeloid progenitor differentiation, primary screen, cell-based, flow cytometry, MLPCN library | ER-HoxA9 myeloid progenitors, lysozyme-GFP differentiation | calls only at 10 µM | AID 624256, 2012 | 360,000 tested, 1% active;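 active = normalized GFP-positive differentiation at or above the plate's own cutoff, the solvent-only control mean plus 3 SD; inconclusive = no clear call, values can overlap the other calls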;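 also: cells exposed to compound for four days before flow analysis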
ER stress rescue: rescue of cells from ER stress-induced death, primary screen, 384-well, CSM14.1, thapsigargin, ATP luminescence (AID 1222); cellular ATP content (survival), % at 20 µM, or EC50 in µM where a hit was titrated; 190,000 tested, under 10 active; CSM14.1 thapsigargin-induced death rescue, ATP luminescence; higher % means a stronger effect;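 active = EC50 below 50 µM in the dose-response confirmation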;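 also: death triggered by thapsigargin at about 15 µM added after 2 h compound pretreatment; cell ATP read after overnight thapsigargin exposure of roughly 18 to 22 hours; normalized against plate controls of thapsigargin alone and 5% DMSO vehicle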
human PMI inhibition: inhibitors of human PMI, primary screen, biochemical, fluorescence intensity, coupled assay (AID 1209) | Mannose-6-phosphate isomerase (Homo sapiens) | purified PMI enzyme, coupled fluorescence intensity; higher % means a stronger effect | inhibition, % at 20 µM, or IC50 in µM where a hit was titrated | 190,000 tested, 0.42% active;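 also: plate controls were DMSO vehicle for no effect and wells lacking substrate for full effect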
P. falciparum M17LAP: P. falciparum M17LAP inhibitors, primary screen, biochemical, fluorogenic H-Leu-NHMec substrate, 1536-well (AID 1619) | one-dose inhibition, % at 30 µM; IC50 in µM for titrated hits | 220,000 tested, 0.38% active | Leucine aminopeptidase (Plasmodium falciparum (isolate 3D7)) | recombinant M17LAP, H-Leu-NHMec fluorogenic kinetic assay; higher % means a stronger effect;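 active = compound inhibiting the enzyme by more than half at any dose during confirmatory dose-response retesting; inconclusive = strong single-dose inhibitors picked by rank but not retested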;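 also: plate controls were full reaction with DMSO carrier for no effect and no enzyme background for full effect; strong numbers were not always called active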
human PMI inhibitors: human PMI inhibitors, high substrate, primary screen, biochemical, fluorescence intensity, high mannose 6-phosphate (AID 1220) | one-dose inhibition, % at 20 µM; IC50 in µM for titrated hits | Mannose-6-phosphate isomerase (Homo sapiens) | 190,000 tested, 0.66% active | recombinant PMI enzyme, coupled fluorescence intensity; higher % means a stronger effect
LYP phosphatase: inhibitors of LYP phosphatase, biochemical, fluorescence intensity, uHTS (AID 1779); Tyrosine-protein phosphatase non-receptor type 22 (Homo sapiens); recombinant LYP phosphatase, fluorescence intensity; higher % means a stronger effect; inhibition, % at 11.5 µM; hits with a dose series show IC50 in µM; 290,000 tested, 0.054% active;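 also: plate controls were vehicle with enzyme for no effect and no enzyme for full effect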
XIAP antagonists: XIAP antagonists, biochemical, IAP family, fluorescence polarization (AID 1018). XIAP BIR domain, fluorescence polarization peptide displacement; higher % means a stronger effect. displacement, % at 20 µM, or IC50 in µM where a hit was titrated. 200,000 tested, 0.007% active; in the data active = displacement above about 50%; also: a part of the inactive calls stands beside numbers as strong as those of hits
TNAP activation fold: human TNAP enzyme activators, primary screen, biochemical, luminescent, no phosphate acceptor, uHTS (AID 1001). 200,000 tested, 0.03% active. Alkaline phosphatase, tissue-nonspecific isozyme (Homo sapiens). one-dose activation fold at 20 µM; EC50 in µM for titrated hits. purified TNAP, luminescent activation assay, no phosphate acceptor; higher activation fold means a stronger effect; in the data active = activation fold from about 3, or a potency from the dose series; inactive = the rest, 99 in 100 with activation fold below about 1.6; also: many of its hits are not listed in these tables
Myeloid diff MLP GFP+ MAC1+ %: recorded beside Myeloid diff MLP, whose call it bears; GFP+ MAC1+ double positive, %; measured here: differentiation confirmed by MAC1 staining
The depositor's hits bear a star; i = inactive; ? = inconclusive; nt = no result given; + = active, no number. Rule as the data show it, unless noted: active = inhibition above about 50%; inactive = the rest.

Each structure is followed by: Myeloid diff MLP GFP+ MAC1+ %, Myeloid diff MLP, TNAP activation fold, M1AAP inhibition, P. falciparum M17LAP, XIAP antagonists, human PMI inhibitors, human PMI inhibition, LYP phosphatase, ER stress rescue
Cc1noc(C)c1CC(=O)N1CCCC(C(=O)c2ccc(C(C)(C)C)cc2)C1 (stereo not drawn)
 : 0.1, i, 1.1, -3.0%, -3.1%, -6.3%, 15.3%, 12.8%, -10.3%, 1.9%
Cc1cccc(C)c1NC(=O)C1(N(Cc2ccco2)C(=O)CC2NC(=O)NC2=O)CCCC1 (stereo not drawn)
 : 0.9, i, 1.2, 12.9%, -0.8%, -7.4%, 1.3%, 4.4%, -6.4%, -0.3%
O=C(CNc1ccc(Oc2ccccc2)cc1)N1CCOCC1
 : 1.1, i, 1.1, 2.6%, 26.6%, -1.3%, -31.1%, -4.4%, -2.9%, nt
O=C(N/N=C1\CC2CC=CC12)c1ccccc1Cl (stereo not drawn)
 : 1.7, i, 0.9, 6.2%, 9.0%, -5.6%, -7.4%, -11.1%, -7.3%, 2.2%
Cc1ccc(Cn2nnc3c(=O)n(CC(=O)N4CCCc5ccccc54)cnc32)cc1
 : 1.6, i, 1, 10.1%, 1.2%, -3.4%, -6.2%, -9.6%, 0.8%, -0.2%
CN(C(=O)/C=C/c1ccco1)c1ccccc1C(=O)O
 : 0.2, i, 1.1, 3.0%, -3.8%, -5.8%, -6.3%, -27.0%, 4.6%, -0.6%
COC(=O)Cc1[nH]nc2c1C(c1ccc(O)c(OC)c1)C(C#N)=C(N)O2 (stereo not drawn)
 : 0.6, i, nt, 6.2%, 17.1%, nt, nt, nt, -3.9%, nt
O=C(CCl)Nc1cccc(-c2cnc3ccccc3n2)c1
 : nt, ?, 1, 9.3%, 15.6%, -5.2%, -7.4%, 0.1%, 4.4%, -0.7%
COc1cc(C(=O)NC(=S)Nc2ccc(N3CCCC3)cc2)cc(OC)c1OC
 : 0.6, i, 1, 4.9%, 6.3%, -5.8%, 11.9%, 25.6%, 6.4%, 6.7%
CC(=O)OC(COc1ccc(F)cc1)Cn1cnc2ccccc21 (stereo not drawn)
 : 0.2, i, 1.1, 1.4%, 26.1%, 0.4%, -5.8%, -8.9%, -2.5%, -1.2%
O=C(Nc1ccc2c(c1)CCC2)c1cccc(S(=O)(=O)N2CCN(c3ccccc3)CC2)c1
 : 2.7, i, 1.1, 3.4%, 0.2%, -6.2%, 6.9%, 6.9%, 2.3%, -4.1%
CCN(/C=N/S(=O)(=O)c1ccc(Cl)cc1)CC
 : 0.4, i, 1.1, 3.9%, 6.6%, 0.0%, -4.9%, 1.0%, -3.4%, -0.5%
CC1(C)N(OCc2ccccc2)C(=O)C(=O)N(OCc2ccccc2)C1(C)C
 : 7.0, i, 1.1, 7.9%, -8.5%, -5.5%, -9.0%, -4.3%, -8.1%, -2.3%
CCC(CO)[n+]1c(C)cc(/C=C2\Sc3ccccc3N2Cc2ccccc2)cc1C (stereo not drawn)
 : 4.7*, +, 1.1, 20.6%, ?, -2.4%, 17.6%, 16.8%, 3.0%, -3.7%
Cc1cc(N2CCN(C)CC2)nc2ccc(NC(=S)NC3CC3)cc12
 : 0.6, i, 1, 3.7%, 2.5%, -4.8%, -0.7%, -12.6%, -0.7%, -0.1%
CS(=O)(=O)c1ccc2nc(NC(NC(=O)c3ccco3)(C(F)(F)F)C(F)(F)F)sc2c1
 : 3.6, i, 1.1, 6.8%, -4.2%, -3.1%, -0.1%, -0.3%, -5.3%, 1.5%
Cc1cc(=O)oc(C)c1C(=O)Nc1c(C)n(C)n(-c2ccccc2)c1=O
 : 0.0, i, 1.1, 14.3%, -6.6%, -3.6%, 4.1%, 3.9%, -9.0%, -1.0%
CCOC(=O)c1c(C)[nH]c(C(=O)COC(=O)c2ccc(O)cc2O)c1C
 : 0.5, i, nt, 9.3%, 10.6%, nt, nt, nt, 2.6%, nt
C=CCn1c(O)c(CN2CCN(Cc3ccccc3)CC2)c(C)c(C#N)c1=O
 : 1.3, i, 1.1, 17.8%, 2.8%, -2.5%, 15.6%, 21.8%, -9.1%, -0.5%
O=C1COc2ccc(C(=O)COC(=O)CNC(=O)C3CCCCC3)cc2N1
 : 0.5, i, 1.1, 4.6%, 12.7%, -7.3%, -7.3%, -12.0%, 1.2%, -1.6%

A different layout for part of the listing above.
molecule	Myeloid diff MLP GFP+ MAC1+ %	Myeloid diff MLP	TNAP activation fold	M1AAP inhibition	P. falciparum M17LAP	XIAP antagonists	human PMI inhibitors	human PMI inhibition	LYP phosphatase	ER stress rescue
CCC(CO)[n+]1c(C)cc(/C=C2\Sc3ccccc3N2Cc2ccccc2)cc1C (stereo not drawn)	4.7*	+	1.1	20.6%	?	-2.4%	17.6%	16.8%	3.0%	-3.7%
Cc1cc(N2CCN(C)CC2)nc2ccc(NC(=S)NC3CC3)cc12	0.6	i	1	3.7%	2.5%	-4.8%	-0.7%	-12.6%	-0.7%	-0.1%

New compounds follow.
Each structure is followed by: Myeloid diff MLP GFP+ MAC1+ %, Myeloid diff MLP, TNAP activation fold, M1AAP inhibition, P. falciparum M17LAP, XIAP antagonists, human PMI inhibitors, human PMI inhibition, LYP phosphatase, ER stress rescue
CC(=O)N(CC(=O)O)c1ccccc1C(=O)O
 : 0.5, i, 1.1, 7.2%, 5.0%, 0.5%, -0.4%, 3.8%, 4.0%, 0.6%
O=C(NCCCn1ccnc1)c1noc2c1CCCC2
 : 8.4, i, 1.1, 4.9%, -6.9%, -4.0%, -0.9%, 12.1%, -4.5%, -3.9%
COc1ccc(N(CC(=O)Nc2ccc3c(c2)OCO3)S(=O)(=O)c2c(C)nn(C)c2C)cc1
 : 2.1, i, 1.1, 7.7%, 3.0%, -3.6%, 17.5%, 12.0%, -5.7%, nt
COC(=O)c1sccc1NC(=O)CSCC(=O)O
 : 0.2, i, 1.1, -8.1%, 12.2%, -9.4%, -12.6%, -21.1%, -0.8%, nt
CCOC(=O)C1(Cc2ccccc2)CCN(Cc2csc(C(C)=O)c2)CC1
 : 0.7, i, 1, 3.1%, -6.7%, -6.4%, 10.5%, 12.2%, -4.8%, -2.3%
CCN1C(=O)C(CC(=O)Nc2cccc(C(C)=O)c2)S/C1=N\c1ccccn1 (stereo not drawn)
 : 0.4, i, 1, -1.2%, 6.7%, -4.3%, 0.5%, -14.7%, -3.6%, -0.6%
Cc1ccc(S(=O)(=O)N2CCN(c3nc(C)c4c(c3C#N)CC(C)(C)OC4)CC2)cc1
 : 0.7, i, 1.1, -5.1%, 5.1%, 0.4%, 13.9%, 12.3%, 4.6%, -0.1%
CCOC(=O)c1sc(NC(=O)CSc2nc3c(cc2C#N)CCCCC3)c(C#N)c1C
 : 0.6, i, 1.1, 1.7%, 3.3%, -3.0%, -6.9%, -2.5%, -4.2%, -0.3%
CC12CN3CC(C)(CN(C1)C3c1ccc(F)cc1)C2 (stereo not drawn)
 : 0.0, i, 1.1, -3.6%, -20.0%, -4.6%, -5.4%, -5.4%, 0.9%, -0.2%
CCN1CCCC1Cn1cnc2c([nH]c3cc(OC)ccc32)c1=O (stereo not drawn)
 : 0.6, i, 1.1, 2.8%, -4.4%, -6.1%, 1.9%, 10.1%, 0.4%, -0.4%
COc1cc(/C=C/c2ccc3cccc(OC)c3n2)c(O)c([N+](=O)[O-])c1
 : 0.0, i, 0.7, 1.1%, 2.9%, -5.4%, 14.2%, -6.4%, 1.7%, 0.0%
C=CCNc1sc(C(=O)c2ccccc2)c(N)c1C#N
 : 0.7, i, 1, 9.9%, 3.5%, -2.8%, 1.3%, -11.2%, -3.7%, 0.8%
O=C(CSc1nnc(-c2cccnc2)o1)Nc1ccc(Cl)cc1
 : 0.3, i, 1, 2.9%, 8.3%, -11.5%, 10.6%, 12.8%, -7.3%, -0.7%
COc1ccc(NC(=O)c2cccc(NC(=O)C(C)C)c2)c([N+](=O)[O-])c1
 : 0.5, i, 1, 2.0%, 12.7%, 0.7%, 8.0%, 16.1%, -5.5%, 0.2%
COc1cc(O)oc1C=Nc1ccc(Oc2ccccc2)cc1
 : 0.2, i, 1.1, 4.7%, -4.8%, -3.0%, 29.7%, 4.2%, -0.7%, -1.1%
CC1(C)CNC(=O)CC(C)(C)N1
 : 0.2, i, 1.1, -1.0%, 4.2%, 1.1%, 1.0%, 1.6%, -4.7%, -0.1%
O=C1CC(C(F)(F)F)=NN1
 : 0.4, i, nt, 1.9%, 3.0%, nt, nt, nt, -4.3%, nt
CCCCOc1ccc(C(=O)N/N=C/c2ccc(OCCN3CCCCC3)c(OC)c2)cc1
 : 0.3, i, 1.3, 4.2%, 29.4%, 0.3%, 6.3%, 5.7%, 3.4%, -1.7%
Cc1cccc(Cc2ccc(Cl)nn2)c1
 : 0.3, i, 1.1, 4.5%, 2.5%, -6.0%, -0.5%, -10.8%, 0.2%, -1.0%
COCCn1c(SCC(=O)Nc2ccc(F)cc2)nc2c(oc3ccccc32)c1=O
 : 0.3, i, 1.1, 1.9%, -1.2%, -6.0%, 8.2%, 11.5%, -6.8%, 1.8%
O=C(CCCCn1c(=S)[nH]c2ccsc2c1=O)NCc1ccco1
 : 8.5, i, 1, 5.8%, 26.2%, -3.7%, 1.8%, 1.8%, -7.6%, 1.0%
Cc1cccc(C2N(c3nccs3)C(=O)C3CCCN32)c1 (stereo not drawn)
 : 2.2, i, 1.1, -0.8%, 6.9%, -0.1%, 21.7%, 17.5%, 10.6%, -0.7%
CCOc1c(CNCCNC(=O)c2nonc2N)cccc1OC
 : 6.7, i, 1, 4.3%, -1.7%, 0.5%, -9.7%, -10.8%, -13.7%, -2.2%
CNC(=O)CN1C(=O)NC(Cc2c[nH]c3ccccc23)C1=O (stereo not drawn)
 : 0.5, i, nt, 1.1%, 5.7%, nt, nt, nt, -9.7%, nt
CCCCCC1(C)NC(=S)N(c2ccccc2)N1 (stereo not drawn)
 : 0.2, i, 1, 1.0%, -0.6%, -2.3%, -208.8%, nt, 4.8%, -2.2%
Cc1ccc(NC(=O)CCn2c(=O)oc3ccccc32)c(C)c1
 : 0.5, i, 1.1, -5.8%, 7.7%, 3.2%, -6.3%, -5.1%, -6.3%, 0.0%
O=C(O)Cn1c(SCc2ccccc2)nc2ccccc21
 : 0.9, i, 1.1, 7.0%, 7.1%, -5.2%, 8.9%, 20.8%, -13.8%, 4.0%
CCNC(=O)CC1C(=O)N(c2ccc(C)cc2)C(=O)N1Cc1ccccn1 (stereo not drawn)
 : 8.3, i, 1, 0.0%, -2.0%, -1.2%, 12.3%, 10.7%, -4.1%, 1.3%

Random draw from the library; overall some 2.7% were active at least once.
